PP5 inh = inhibitors of human protein phosphatase 5 (PP5); hit rate 0.18% among 320,000; AID 1987; inhibition, % at 6.7 µM; P53041; purified PP5c, OMFP substrate fluorescence;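 active = inhibition above the campaign's mean inhibition across all tested compounds plus 3 SD, cut at about 9.5% in these data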;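 also: 0% = DMSO only and 100% = 100 µM cantharidin control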
LYPLA2 inh = counter-screen for PME1 inhibitors: inhibitors of human LYPLA2 | recombinant LYPLA2, FP-Rh probe fluorescence polarization | inhibition, % at 5.9 µM | hit rate 0.38% among 320,000;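 active = inhibition above the screen-wide mean plus 3 SD, limit set per campaign, cut at about 26% in these data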;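 also: 0% = LYPLA2 with DMSO and 100% = wells lacking LYPLA2 enzyme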
Target sequence (O95372 whole entry, looked up): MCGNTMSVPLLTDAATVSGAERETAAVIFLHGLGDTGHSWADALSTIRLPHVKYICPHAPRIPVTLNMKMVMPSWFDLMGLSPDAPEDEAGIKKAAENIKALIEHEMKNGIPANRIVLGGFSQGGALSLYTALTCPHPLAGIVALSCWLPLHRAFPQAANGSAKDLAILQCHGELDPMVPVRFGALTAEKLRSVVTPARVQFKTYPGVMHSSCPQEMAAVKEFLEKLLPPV
Efflux pump inh = inhibitors of Candida antifungal efflux pumps expressed in yeast; AID 485275; S. cerevisiae Candida pump triplex, Nile Red efflux; inhibition, % at 10 µM; hit rate 0.44% among 330,000;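 active = plate passing quality check with inhibition over a set limit, or well fluorescence over plate mean plus 4 SD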;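 also: Nile Red retained in pooled yeast measured as flow cytometry median fluorescence; 0% = buffer negative control and 100% = Enniatin B positive control; higher means more Nile Red kept so more efflux inhibition; some compounds called inactive have numbers as strong as hits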
TPT1 inhibitor = inhibitors of Candida albicans tRNA 2'-phosphotransferase TPT1. AID 1962. inhibition, % at 5 µM. recombinant caTPT1, FP RNA substrate dephosphorylation. hit rate 0.81% among 300,000;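 active = inhibition above the mean of all tested compounds plus 3 SD, set per screening campaign, cut at about 24% in these data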;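 also: plate controls were DMSO alone for no effect and ferristatin control at 100 nM for full effect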
core dimer inh = blocks dimerization of HCV core protein. TR-FRET GST/Flag-core106 dimerization, 1536-well. inhibition, % at 5 µM. hit rate 0.33% among 300,000. AID 1899;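 active = inhibition above the mean of all tested compounds plus 3 SD, set per screening campaign, cut at about 45% in these data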
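Material: Tagged HCV core106 pair (GST and Flag) | Amount: GST-core106 13.5 nM, Flag-core106 17 nM | Medium: KF-containing HEPES buffer, pH 7.45, DTT, CHAPS, BSA | Reagent: Eu donor and XL665 acceptor anti-tag antibodies | Schedule: 4 h at 22.5 °C | Technique: Time-resolved FRET, ex 340 nm, em 617 and 671 nm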
GASC-1 inh = blocks human GASC-1 demethylase activity; Q9H3R0; GST-JMJD2C(1-420) H3K9me3 demethylation, DELFIA europium; inhibition, % at 2.35 µM; hit rate 0.069% among 330,000; AID 2099;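 active = more than half of a compound's replicate wells show inhibition beyond 50%, single wells judged on their own value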;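 also: signal counts dimethyl H3K9 product captured on neutravidin plate; 0% = median of DMSO wells and 100% = 0.3 times that DMSO median; strong numbers were not always called active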
Target sequence (Q9H3R0 1-420 limits assumed): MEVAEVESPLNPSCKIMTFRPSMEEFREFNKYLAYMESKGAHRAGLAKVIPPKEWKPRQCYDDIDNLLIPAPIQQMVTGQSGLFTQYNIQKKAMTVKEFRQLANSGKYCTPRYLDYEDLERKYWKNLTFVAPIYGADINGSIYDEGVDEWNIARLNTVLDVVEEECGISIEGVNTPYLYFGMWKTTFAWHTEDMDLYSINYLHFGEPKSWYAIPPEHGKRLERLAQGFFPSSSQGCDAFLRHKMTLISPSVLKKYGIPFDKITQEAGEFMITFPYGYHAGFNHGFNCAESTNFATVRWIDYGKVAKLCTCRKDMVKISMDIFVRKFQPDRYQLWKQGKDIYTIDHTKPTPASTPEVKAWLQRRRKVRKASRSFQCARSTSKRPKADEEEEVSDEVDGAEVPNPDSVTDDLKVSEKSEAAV
PREPL inhibitor = inhibits the human prolyl oligopeptidase-like enzyme; recombinant PREPL, fluorescence polarization activity-based probe; inhibition, % at 5.96 µM; hit rate 0.68% among 320,000; AID 2751; in the data active = inhibition above about 43%;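 also: 0% = enzyme with DMSO and 100% = wells lacking enzyme; many of its hits are not listed in these tables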
PP1 counter = blocks human PP1-alpha phosphatase, a PP5 counter-screen. AID 2235. inhibition, % at 6.7 µM. P62136. purified PP1alpha, OMFP fluorescence. hit rate 0.9% among 320,000;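 active = inhibition above the mean inhibition of all tested compounds plus 3 SD, computed separately for each screening campaign, cut at about 15% in these data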
Target sequence (P62136 whole entry, looked up): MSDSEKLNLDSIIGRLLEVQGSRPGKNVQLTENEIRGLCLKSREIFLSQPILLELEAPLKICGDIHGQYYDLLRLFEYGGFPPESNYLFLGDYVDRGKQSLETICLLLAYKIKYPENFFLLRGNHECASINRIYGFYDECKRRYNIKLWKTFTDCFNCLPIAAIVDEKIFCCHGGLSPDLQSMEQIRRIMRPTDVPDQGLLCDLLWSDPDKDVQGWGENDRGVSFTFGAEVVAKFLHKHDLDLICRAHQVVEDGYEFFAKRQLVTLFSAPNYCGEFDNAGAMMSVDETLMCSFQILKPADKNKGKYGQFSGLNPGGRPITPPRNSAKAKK
CTSL1 counter = cathepsin L1 inhibition, PFM18AAP counter-screen; inhibition, % at 5.96 µM; hit rate 0.49% among 300,000; AID 1906; recombinant F. hepatica cathepsin L1, Z-Leu-Arg-MCA fluorescence;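 active = inhibition above the mean of all tested compounds plus 3 SD, set per screening campaign, cut at about 17% in these data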;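 also: 0% = plate median of test compound wells and 100% = 1 µM Z-Phe-Ala-diazomethylketone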
Starred values were filed as active, the others as inactive; nt = not tested or not shown. An excerpt; rates above refer to the full screens.

SMILES	PP5 inh	LYPLA2 inh	Efflux pump inh	TPT1 inhibitor	core dimer inh	GASC-1 inh	PREPL inhibitor	PP1 counter	CTSL1 counter
CN(C)S(=O)(=O)c1cccc(NC(=O)CC23CC4CC(CC(C4)C2)C3)c1	2.0	-1	0.0	-2	-2	nt	4	2	2
CC(C)NC(=O)c1noc2cc([N+](=O)[O-])ccc12	-0.9	8	0.0	-4	-8	-5	0	-5	-1
CC(C)NC(=O)c1sc2nc(-c3cccs3)cc(-c3cccs3)c2c1N	0.9	-54	-0.3	10	-1	10	-34	-2	-2
O=[N+]([O-])c1ccc(Cl)c(CN2CCSCC2)c1	-0.7	6	0.2	-1	-4	1	-3	-7	-1
CCn1c(O)c(/C=N/N=C2CCCC2)c2ccc(C3=NNC(=O)CC3)cc21	-1.4	-4	0.0	12	-6	-4	14	2	2
COCCN(CCOC)c1ncnc2c1cnn2-c1ccc(Cl)cc1	1.9	5	0.1	-2	-1	1	6	2	-1
CC(C)(C)c1cc(NC(=O)CSc2nncs2)n(-c2ccccc2)n1	-1.0	2	-0.1	-1	4	13	3	-4	0
CCCS(=O)(=O)c1cscc1NC(=O)c1c(-c2c(F)cccc2Cl)noc1C	2.2	2	0.0	0	4	-5	6	0	-2
COc1cccc(/C=N/Nc2ncnc(N)c2[N+](=O)[O-])c1OC	0.7	-7	0.0	5	2	-18	11	2	-5
CC(=O)Nc1ccc(-c2nnc(SCc3c(C)cc(C)cc3C)n2C)cc1	2.8	-4	-0.2	-5	3	4	3	7	-5
COc1ccc(Cl)cc1NC(=O)Nc1ccc(C(=O)N2CCCC2)cc1	2.6	-12	-0.1	1	3	-1	16	0	1
Cc1ccc(S(=O)(=O)Nc2cccc3cccnc23)c([N+](=O)[O-])c1	2.5	10	0.0	-4	11	0	-3	6	-1
CCOC(=O)CSc1nc2cc(C(=O)NCc3ccco3)ccc2c(=O)n1-c1ccc(F)cc1	-0.1	5	0.2	-3	1	-7	9	-3	1
CC(C)c1ccccc1N=C1SCCCN1C(=O)c1cccc(N2C(=O)CCC2=O)c1	0.4	3	0.2	-2	-1	0	11	1	-1
Cc1ccc(C(=O)N/C(=C\c2ccc(Cl)cc2)C(=O)NCCCN2CCOCC2)cc1	-0.7	-3	0.8	2	-4	-4	-1	-2	-1
CCOCCCNC(=O)C(c1ccc(OC)cc1)N(Cc1ccc2c(c1)OCO2)C(=O)c1ccccc1O (stereo not given)	-0.1	1	0.1	0	-5	-20	5	-1	-3
Cc1cccc(C)c1NC(=O)CSC(=S)N1CCCC1	1.2	0	0.2	0	3	5	6	-5	-3
CC1CN(C(=O)C2(C)CC2(Cl)Cl)CC(C)O1 (stereo not given)	2.5	6	-0.1	-1	-13	-1	9	0	-2
CC(C)(C)NC(=O)COC(=O)c1cc(Br)ccc1Cl	2.0	3	-0.1	2	-1	123	-24	-1	-3
O=C(c1ccccc1)c1cccn1CC(=O)N1CCN(c2ccccc2)CC1	2.1	6	-0.1	-5	-2	0	-27	-3	1
O=C(CNC(c1ccccc1)c1ccccc1)Nc1c(F)cccc1F	-1.9	0	-0.3	1	3	4	-3	-2	2
CC(=O)N1CCN(c2ccc(NC(=O)c3ccc(C)c([N+](=O)[O-])c3)cc2)CC1	3.9	0	0.3	4	-9	6	12	-2	5
CC(=O)c1ccc(NC2OC(C)C(O)C(O)C2O)cc1 (stereo not given)	0.3	-2	0.1	-1	-1	16	15	-1	0
Cc1noc(NS(=O)(=O)c2ccc(NC(=O)CSc3nc4c(cc3C#N)CCC4)cc2)c1C	1.6	3	0.0	2	1	-11	-8	0	-1
CC(C)(C)C(=O)OCc1nc(-c2ccc(O)c(O)c2)cs1	3.6	-5	0.1	1	1	-32	18	-1	9
CCCOc1ccc(/C=C/c2[nH]c(=O)[nH]c(=O)c2[N+](=O)[O-])cc1OCC	-0.9	-5	0.1	-4	10	3	-7	-3	0
Cc1cc([N+](=O)[O-])ccc1NC(=O)c1cncc(Br)c1	1.4	4	0.1	-2	0	-3	-1	-3	-1
Cc1ccc(Nc2nc(-c3ccc(C)cc3)c(CC(=O)O)s2)cc1	6.0	1	0.0	9	-12	1	39	-3	-1
C=CCN(CC=C)CC(O)CN(c1cc([N+](=O)[O-])ccc1OC)S(=O)(=O)c1ccccc1 (stereo not given)	2.5	-1	-0.1	1	3	1	6	-2	10
Cc1cc(C)c(NC(=S)NC(CO)(CO)CO)c(C)c1	-0.3	-1	-0.1	-1	-3	2	1	-1	-5
Cc1cccc(N2C(=O)CC(Sc3nc(-c4ccccc4)c4cc(Cl)ccc4n3)C2=O)c1 (stereo not given)	3.8	-2	0.2	5	6	-19	-7	1	1
COc1ccc(-c2c[n+]3c(n2-c2ccccc2)SCC3)cc1	2.3	0	0.0	-1	0	153	8	-3	-1
CC(=O)N1c2ccc(S(=O)(=O)NCC3CCC(C(=O)NCc4ccco4)CC3)cc2CC1C (stereo not given)	0.5	11	0.0	-1	-3	28	-3	-2	-2
O=[N+]([O-])c1ccc(/C=N/Nc2nc(N3CCCCC3)nc(N3CCCCC3)n2)o1	-0.3	-9	0.3	19	-6	0	4	2	1
CC1(C)CNC(=O)CC(C)(C)N1O	1.9	10	0.0	0	6	5	0	-7	-5
COc1ccc(Br)c(C(=O)Nc2cccc(Cl)c2Cl)c1	7.9	0	0.0	-2	0	37	3	9	12
COc1ccc(S(=O)(=O)N(C)CC(=O)NCCC2=CCCCC2)cc1C	1.1	3	-0.3	1	3	-6	4	4	2
CCN(CC)S(=O)(=O)c1ccc(N2CCN(CCOc3ccc(OC)cc3)CC2)nc1	0.9	6	0.7	4	-1	9	10	1	1
Cc1nn(-c2ccccc2)c(N)c1C(O)(CC(=O)C(F)(F)F)C(F)(F)F (stereo not given)	-0.2	-1	0.1	2	-6	-2	-5	-1	1
CN(C)CCN1C(=O)C(=O)/C(=C(/O)c2ccc(S(=O)(=O)N3CCOCC3)cc2)C1c1ccccc1 (stereo not given)	1.9	-5	0.0	-1	-14	-21	20	1	4
Cc1cc(C)c(S(=O)(=O)NCCc2ccccc2)c(C)c1	2.9	1	-0.1	-3	5	-28	-15	-3	-2
COc1ccc(CN2CCN(CCCc3ccccc3)C(CCO)C2)c(OC)c1 (stereo not given)	1.5	6	0.0	-4	3	-2	-4	2	2
O=C(Nc1cc(S(=O)(=O)N2CCOCC2)ccc1N1CCOCC1)c1ccccc1F	2.8	2	-0.1	nt	nt	0	1	-5	nt
N#Cc1cn(CCOC(=O)c2cccc(C(F)(F)F)c2)c(=O)[nH]c1=O	1.7	-3	0.2	4	2	-13	10	0	4
Cc1ccc2c(c1)NC(=O)c1cc([N+](=O)[O-])ccc1O2	-1.8	7	0.0	-4	8	2	-1	2	9
Cc1ccc(-c2nc3cnccn3c2Nc2ccc3c(c2)OCO3)cc1	2.5	4	-0.1	-4	6	10	31	4	-2
O=C(Nc1cccc(Cl)c1)OCc1cncs1	4.9	4	0.0	4	-9	-11	3	-1	0
Cc1nc2ccccc2nc1OCC(=O)NCC(F)(F)F	-0.9	-3	0.3	2	-11	5	12	-1	5

10 entries from above, reformatted:
| SMILES | PP5 inh | LYPLA2 inh | Efflux pump inh | TPT1 inhibitor | core dimer inh | GASC-1 inh | PREPL inhibitor | PP1 counter | CTSL1 counter |
| --- | --- | --- | --- | --- | --- | --- | --- | --- | --- |
| Cc1nn(-c2ccccc2)c(N)c1C(O)(CC(=O)C(F)(F)F)C(F)(F)F (stereo not given) | -0.2 | -1 | 0.1 | 2 | -6 | -2 | -5 | -1 | 1 |
| CN(C)CCN1C(=O)C(=O)/C(=C(/O)c2ccc(S(=O)(=O)N3CCOCC3)cc2)C1c1ccccc1 (stereo not given) | 1.9 | -5 | 0.0 | -1 | -14 | -21 | 20 | 1 | 4 |
| Cc1cc(C)c(S(=O)(=O)NCCc2ccccc2)c(C)c1 | 2.9 | 1 | -0.1 | -3 | 5 | -28 | -15 | -3 | -2 |
| COc1ccc(CN2CCN(CCCc3ccccc3)C(CCO)C2)c(OC)c1 (stereo not given) | 1.5 | 6 | 0.0 | -4 | 3 | -2 | -4 | 2 | 2 |
| O=C(Nc1cc(S(=O)(=O)N2CCOCC2)ccc1N1CCOCC1)c1ccccc1F | 2.8 | 2 | -0.1 | nt | nt | 0 | 1 | -5 | nt |
| N#Cc1cn(CCOC(=O)c2cccc(C(F)(F)F)c2)c(=O)[nH]c1=O | 1.7 | -3 | 0.2 | 4 | 2 | -13 | 10 | 0 | 4 |
| Cc1ccc2c(c1)NC(=O)c1cc([N+](=O)[O-])ccc1O2 | -1.8 | 7 | 0.0 | -4 | 8 | 2 | -1 | 2 | 9 |
| Cc1ccc(-c2nc3cnccn3c2Nc2ccc3c(c2)OCO3)cc1 | 2.5 | 4 | -0.1 | -4 | 6 | 10 | 31 | 4 | -2 |
| O=C(Nc1cccc(Cl)c1)OCc1cncs1 | 4.9 | 4 | 0.0 | 4 | -9 | -11 | 3 | -1 | 0 |
| Cc1nc2ccccc2nc1OCC(=O)NCC(F)(F)F | -0.9 | -3 | 0.3 | 2 | -11 | 5 | 12 | -1 | 5 |

(continued)
SMILES	PP5 inh	LYPLA2 inh	Efflux pump inh	TPT1 inhibitor	core dimer inh	GASC-1 inh	PREPL inhibitor	PP1 counter	CTSL1 counter
CCOC(=O)C1CCN(S(=O)(=O)c2c(C)[nH]c(C)c2C(=O)N2CCCCC2)CC1	2.4	1	0.0	-1	1	3	-4	6	-2
CC(Sc1nnc(-c2cccs2)n1C1CC1)C(=O)NCC1CCCO1 (stereo not given)	1.4	2	-0.2	nt	nt	-3	2	1	nt
O=C1NC2c3ccccc3CC2O1 (stereo not given)	3.5	3	-0.1	-3	10	2	-1	-3	2
O=C(Nc1ccc(F)cc1)c1cccnc1N1CCOCC1	-5.5	-7	0.0	-3	-6	2	0	-3	-1
COc1cc(C(=S)N2CCOCC2)cc(OC)c1OS(=O)(=O)c1ccc(NC(C)=O)cc1	2.8	3	0.1	-1	1	-17	-7	-3	-2
Cc1cccc(C(=O)NC(=S)N2CCc3ccccc3C2)c1	1.2	1	-0.1	0	2	-7	6	-2	3
COCCN(C(=O)Nc1ccccc1)C(C)c1cccnc1 (stereo not given)	0.0	-4	-0.2	-1	8	9	-1	-2	-2
Cc1onc(-c2ccc(Cl)cc2)c1-c1ccnn1S(=O)(=O)c1ccc(Cl)cc1	-0.2	-9	-0.1	0	2	3	-7	-1	0
Cc1ccccc1NC(=S)N(CCCN1CCOCC1)Cc1cccnc1	-2.2	-2	0.2	1	2	-2	-1	-2	-2
CCCCCC(=O)Nc1cccc(C2=NOC3(C2)C[C@@H](C(N)=O)N(C(=O)C2(C)CC2)C3)c1 (stereo not given in full)	1.2	-5	0.1	-1	-3	-1	5	1	-1
CCOC(=O)N1CCN(C(=O)c2ccc3c(=O)n(-c4ccc(OC)cc4OC)c(=S)[nH]c3c2)CC1	-0.1	0	-0.1	-4	0	2	-7	-1	-3
COc1cccc(CNC(=O)CCC2CCCN(C(=O)CCn3cncn3)C2)c1 (stereo not given)	0.7	1	-0.1	-1	-6	5	-2	-1	-2
NC(=O)c1ccc(NC(=O)CCNC(=O)c2ccco2)cc1	2.1	2	0.6	0	-2	nt	-1	0	-1
Cc1cccc(NC(=S)NNC(=O)c2sccc2C)c1	0.6	6	0.2	-3	-7	-2	25	-2	0
O=C(NCCc1csc(-c2cccnc2)n1)c1ccco1	0.1	-4	0.0	-2	-5	-2	9	-4	-1

Bioassay records (PubChem BioAssay)
